CHRM5 agonist – agonists of human muscarinic M5 receptor (CHRM5) | P08912 | CHO-K1 hM5 cells, Fluo-8 calcium fluorescence; 0% DMSO wells, 100% maximal acetylcholine response | activation, % at 3 µM | actives 0.19% (n = 360,000);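 active = activation above the run's mean over test compounds plus 3 SD, cut at about 23% in these data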;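 also: signal is peak over basal fluorescence ratio across the kinetic read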
Target sequence (P08912 whole entry, looked up): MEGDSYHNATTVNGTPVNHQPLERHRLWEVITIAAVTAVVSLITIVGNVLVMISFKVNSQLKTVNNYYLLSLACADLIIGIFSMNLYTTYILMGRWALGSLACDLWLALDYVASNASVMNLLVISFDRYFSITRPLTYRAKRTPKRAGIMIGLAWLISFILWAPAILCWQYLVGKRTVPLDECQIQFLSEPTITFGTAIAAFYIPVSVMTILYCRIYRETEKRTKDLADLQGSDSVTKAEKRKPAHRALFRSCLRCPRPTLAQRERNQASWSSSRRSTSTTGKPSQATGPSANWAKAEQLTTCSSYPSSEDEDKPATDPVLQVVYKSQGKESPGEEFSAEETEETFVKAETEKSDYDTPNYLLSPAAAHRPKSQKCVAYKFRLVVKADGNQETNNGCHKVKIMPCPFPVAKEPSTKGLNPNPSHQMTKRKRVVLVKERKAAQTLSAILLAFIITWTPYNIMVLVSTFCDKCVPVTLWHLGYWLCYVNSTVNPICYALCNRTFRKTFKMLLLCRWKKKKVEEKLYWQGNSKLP
M4 ag – CHRM4 agonism in calcium assay. activation, % at 3 µM. P08173. CHO-K1 hM4/Gqi5, Fluo-8 calcium fluorescence; vehicle 0%, full acetylcholine response 100%. actives 0.14% (n = 360,000);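 active = activation above the run mean over all test wells plus 3 SD, cut at about 32% in these data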;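 also: peak over basal fluorescence ratio per well then scaled between controls; 0% = DMSO wells and 100% = acetylcholine at EC100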
Target sequence (P08173 whole entry, looked up): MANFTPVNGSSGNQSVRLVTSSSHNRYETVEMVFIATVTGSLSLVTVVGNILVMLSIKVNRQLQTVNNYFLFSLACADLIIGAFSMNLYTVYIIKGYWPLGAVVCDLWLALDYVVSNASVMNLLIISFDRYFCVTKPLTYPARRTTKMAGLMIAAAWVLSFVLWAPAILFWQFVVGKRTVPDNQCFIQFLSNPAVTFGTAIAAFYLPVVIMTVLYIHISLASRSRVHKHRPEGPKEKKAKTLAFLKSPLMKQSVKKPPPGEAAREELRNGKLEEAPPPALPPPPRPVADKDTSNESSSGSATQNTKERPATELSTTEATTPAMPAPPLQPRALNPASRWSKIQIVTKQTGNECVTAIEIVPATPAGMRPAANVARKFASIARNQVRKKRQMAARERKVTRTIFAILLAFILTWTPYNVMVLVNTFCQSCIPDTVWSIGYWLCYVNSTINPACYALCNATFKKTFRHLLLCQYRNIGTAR
CRFBP-R2 agonist – agonists of human CRF-binding protein/CRF-R2 receptor complex | HEK293 CRF-R2/CRF-BP, calcium dye fluorescence (FLIPR); percent of saturating CRF peptide response | actives 0.46% (n = 350,000) | activation, % at 13.2 µM | AID 588473;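 active = activation of at least 50%, plus an integration ratio under a set limit after plate pattern correction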;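 also: plate controls were neutral control wells without compound for no effect and CRF at EC100 for full effect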
M5 antag – antagonists of human muscarinic M5 receptor (CHRM5) | actives 0.59% (n = 360,000) | CHO-hM5 cells, Fluo-8 calcium fluorescence, ACh EC80 | AID 624040 | inhibition, % at 3 µM | P08912;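 active = inhibition above a per-plate cutoff, the mean of that plate's test compounds plus 3 SD, cut at about 27% in these data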;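 also: 0% = acetylcholine EC80 with DMSO and 100% = DMSO without agonist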
CHRM4 PAM – positive allosteric modulators of human muscarinic M4 receptor; CHO-K1 hM4/Gqi5, Fluo-8 calcium fluorescence, ACh EC20; 0% = ACh EC20, 100% = maximal ACh; actives 0.4% (n = 360,000); P08173; activation, % at 3 µM;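 active = activation above its plate's cutoff, the mean activation of sample wells plus 3 SD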; also: some results filed as inactive read as strong as hits
CHRM4 antagonist – antagonists of human muscarinic M4 receptor (CHRM4) | P08173 | CHO-hM4 cells, ACh EC80, Fluo-8 calcium fluorescence | inhibition, % at 3 µM | actives 0.73% (n = 360,000);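 active = inhibition above its plate's cutoff, the mean inhibition of sample wells plus 3 SD, cut at about 27% in these data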;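 also: 0% = acetylcholine EC80 with DMSO and 100% = DMSO without agonist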
CHRM1 PAM – human CHRM1 positive allosteric modulation. P11229. CHO-K1 hM1, Fluo-8 calcium fluorescence, ACh EC20; 0% = ACh EC20, 100% = maximal ACh. activation, % at 3 µM. actives 0.088% (n = 360,000); in the data active = activation above about 19%, passing the limit was not always enough
M5 PAM – potentiates acetylcholine response at human M5 receptor; CHO-K1 hM5, Fluo-8 calcium, ACh EC20 PAM; 0% = ACh EC20, 100% = ACh EC100; activation, % at 3 µM; P08912; actives 0.3% (n = 360,000);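 active = activation above the run cutoff, the mean activation of all test compounds plus 3 SD, cut at about 18% in these data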
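System: CHO-K1 cell line with stable human muscarinic M5 receptor expression | Also added: EC20 acetylcholine as agonist stimulus | Compound: One concentration, 3 µM final (nominal) | Timing: Fluo-8 loading 80 min at 37 °C plus 30 min room temperature | Measured by: Fluo-8 calcium dye fluorescence, kinetic read | Read-out basis: % activation, ACh-normalized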
CRFR2-BP antag – CRF-BP/CRF-R2 complex antagonism | actives 0.59% (n = 350,000) | HEK293 CRF-R2/CRF-BP, CRF-induced calcium fluorescence | inhibition, % at 11.8 µM | AID 588475;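 active = inhibition of the ligand-induced calcium signal above about 50% at the single tested concentration, limit read from the data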
Active calls of the source: *; nt = not tested or not shown.

No.	SMILES	M4 ag	M5 PAM	CHRM4 PAM	CRFR2-BP antag	M5 antag	CHRM5 agonist	CRFBP-R2 agonist	CHRM4 antagonist	CHRM1 PAM
1	CCOC(=O)C1CCCN(c2cc(=O)n(-c3ccccc3Cl)c(=O)[nH]2)C1 (configuration not stated)	5.0	-8.4	9.8	-7.1	-1.8	17.2	0.4	-6.5	-3.7
2	CCN(CC)C(=O)/C(=C/c1cccc([N+](=O)[O-])c1)NC(=O)c1ccco1	2.3	-2.8	4.9	2.8	-0.4	1.3	1.9	-4.1	-0.6
3	Cc1ccc2[nH]c(=O)c(C3=NN(C(=O)CCC(=O)O)C(c4cccs4)C3)c(-c3ccccc3)c2c1 (configuration not stated)	-0.9	-0.8	2.4	1.2	0.8	-0.5	-0.4	-3.5	5.0
4	Cc1ccccc1NC(=O)CCS(=O)(=O)c1ccc(Br)cc1	1.6	0.8	1.1	9.4	2.3	-2.3	-2.5	0.2	7.5
5	Cc1occc1C(=O)N/N=C/c1ccc(Br)s1	0.5	-5.5	-2.3	-1.2	10.6	-0.6	1.1	3.0	4.8
6	Nc1nc(NC(=O)CCC(=O)O)nn1-c1ccccc1	0.5	7.7	2.7	9.7	6.3	0.8	2.8	10.3	8.1
7	O=C1NC(=Nc2ccc(Cl)cc2)SC1Cc1cc(Cl)ccc1Cl (configuration not stated)	0.3	2.8	-1.0	-5.0	0.2	-0.4	3.7	0.3	8.1
8	CCOc1ccccc1N/C(=C(/C(Cl)=C(Cl)Cl)[N+](=O)[O-])n1cncn1	0.5	0.3	5.8	-24.0	2.9	1.9	-0.2	6.9	-12.8
9	Cc1ccc2c(CN(C)Cc3ccccc3)cc(=O)oc2c1C	5.5	-5.1	-7.1	-15.0	2.9	-3.2	0.8	-17.8	0.9
10	CCOC(=O)c1[nH]c(C(=O)O)c(CCC(=O)OC)c1C	0.9	-2.1	12.9	-1.4	7.3	1.6	-0.4	-7.9	8.2
11	O=C1NC(Cc2ccc(O)cc2)c2nc3ccc(F)cc3c(=O)n2-c2cc3ccccc3cc21 (configuration not stated)	19.7	-9.9	-10.6	0.3	2.5	3.0	-0.6	14.2	-10.3
12	CC(NC(=O)C1CCN(c2nnc(-n3cccc3)s2)CC1)C12CC3CC(CC(C3)C1)C2 (configuration not stated)	-0.1	3.2	3.4	10.8	-6.3	0.1	-1.1	9.5	11.9
13	Cc1sc2nc3c4ccccc4c(NCc4ccco4)nn3c(=O)c2c1C	0.7	0.8	0.1	12.3	1.1	5.6	-1.1	3.6	16.4
14	CCOC(=O)NC(c1ccccc1)C1CCCCC1=O (configuration not stated)	0.2	-2.0	3.3	-3.5	4.1	-2.2	-1.2	1.1	6.1
15	O=C1CN(C(=O)c2cc3ccccc3oc2=O)C(c2ccccc2)c2cc(F)ccc2N1 (configuration not stated)	2.9	-7.1	0.5	-11.1	9.5	5.5	0.0	-0.5	1.6
16	COc1cc(NC(=O)COC(=O)C2CC(O)CN2S(=O)(=O)c2ccc(Cl)cc2)c(C)cc1[N+](=O)[O-] (configuration not stated)	4.9	9.8	1.1	-3.0	-1.4	2.9	0.0	3.4	8.8
17	COC(=O)c1[nH]c(C)c(/C(O)=C2\C(=O)C(=O)N(CCN3CCOCC3)C2c2cccs2)c1C (configuration not stated)	0.9	0.2	6.3	-0.8	1.6	-0.7	-0.6	7.3	2.7
18	Cc1ccc(CNC(=O)C(=O)NCC2CCCN2S(=O)(=O)c2cc(C)ccc2C)cc1 (configuration not stated)	4.8	-1.7	-1.8	4.6	-5.8	-4.4	-0.6	-6.2	4.6
19	COc1cc(NC(=NS(=O)(=O)c2ccccc2)c2ccccc2)ncn1	0.2	0.2	-1.5	4.5	11.9	-0.2	-0.5	-4.4	8.6
20	COc1ccccc1C(O)Cc1nc2ccccc2n1C (configuration not stated)	1.6	-4.2	-0.8	-2.1	0.1	-7.3	-0.5	-8.1	9.8
21	CN1CCN(C(=O)/C(=C/c2ccccc2Cl)NC(=O)c2ccccc2)CC1	1.3	1.2	12.3	5.9	11.2	-1.2	4.1	-3.1	6.1
22	COC(=O)CNC(=O)CNC(=O)c1nn(-c2ccc(OC)c(OC)c2)c(=O)c2ccccc12	1.7	-4.3	-3.6	-2.5	-1.4	-3.0	0.8	0.4	7.7
23	CCOP(=O)(OCC)C(Nc1ccc(OC)cc1)c1ccco1 (configuration not stated)	1.3	1.6	-0.2	-1.7	8.1	-0.8	-2.0	0.8	8.6
24	COc1ccc(C(=O)OCC(=O)NC(=O)NC2CCCC2)c(O)c1	1.3	0.4	2.4	-16.7	4.0	-0.4	-3.1	-3.3	4.0

Entries by screen from the entries so far:
M5 antag, entries 15–21, in order: 9.5, -1.4, 1.6, -5.8, 11.9, 0.1, 11.2
M4 ag, entries 15–21, in order: 2.9, 4.9, 0.9, 4.8, 0.2, 1.6, 1.3

More entries follow.
No.	SMILES	M4 ag	M5 PAM	CHRM4 PAM	CRFR2-BP antag	M5 antag	CHRM5 agonist	CRFBP-R2 agonist	CHRM4 antagonist	CHRM1 PAM
25	COC(=O)c1ccccc1NC(=O)c1ccnn1C	0.9	-4.4	-1.3	-0.1	0.1	-1.6	-0.6	1.6	14.0
26	CCC1(c2ccccc2)ON(c2c(Br)cccc2Br)C1=O (configuration not stated)	-0.1	-6.5	-0.1	-34.1	11.0	-1.7	-1.3	10.6	4.7
27	Cc1ccccc1C(=O)NCC(=O)OCCCOC(=O)CNC(=O)c1ccccc1C	2.7	4.8	19.7	-1.4	-2.1	-5.0	-0.4	-17.0	7.4
28	c1ccc(-n2cc(CN3CCCC3)c(-c3ccc4c(c3)OCO4)n2)cc1	2.1	3.4	4.0	-45.9	4.1	-12.4	4.2	-4.4	0.7
29	O=C(CNS(=O)(=O)c1ccc(F)c(Cl)c1)N1CCCCCC1	0.0	-4.1	-9.1	5.3	-1.3	-7.3	-1.7	2.6	-7.5
30	CN1CCC(N(C)S(=O)(=O)c2ccc(NC(=O)COc3cccc(C(F)(F)F)c3)cc2)CC1	5.3	-4.3	-5.5	-8.7	7.2	-7.5	0.3	-3.7	-11.4
31	CCOc1ccc(CCNC(=O)Cc2nn[nH]n2)cc1OCC	0.4	-0.8	4.3	0.3	-8.7	-1.7	3.0	0.6	6.7
32	COc1ccc(C(=O)Nc2ccc(N3CCN(Cc4ccccc4)CC3)cc2)cc1	3.6	0.1	-7.5	-1.2	4.2	-1.0	-1.2	1.8	-7.4
33	Cc1cccc(/C=N/NC(=O)c2cc(C3CC3)nc3ccccc23)n1	0.3	6.0	1.9	7.8	1.5	-2.5	-0.9	7.3	19.2
34	O=C1CN(C(=O)COC(=O)c2cccc(S(=O)(=O)NCc3ccccc3)c2)c2ccccc2N1	7.2	-6.9	-0.9	-2.9	-4.7	-8.6	0.9	2.4	-4.6
35	O=C(c1nc2ccccn2c1CN1CCCC(O)C1)N1CCN(C2CCCCC2)CC1 (configuration not stated)	2.0	4.1	8.4	11.7	-3.3	-9.0	-0.7	-0.5	10.3
36	O=C(CSc1nnc2n1CCCN2)c1ccc([N+](=O)[O-])cc1	0.7	3.0	-8.8	-4.7	5.8	0.1	-2.0	-0.5	8.1
37	CC[C@H](C)/C=C(C)/C=C/C(=O)Cc1cc(O)c(C)c(O)c1C=O	3.0	-0.8	1.1	-13.0	5.0	2.0	18.2	6.3	-3.2
38	CCOC(=O)c1cc2c(ccn2C)n1CC(=O)N(Cc1ccccc1)c1ccc(F)cc1	0.1	4.3	-5.5	-12.5	-5.2	-0.1	-0.1	1.5	10.2
39	O=S(=O)(NCC(Nc1ccc(Cl)cc1)c1ccccc1)c1ccccc1 (configuration not stated)	0.8	-5.9	-14.2	-6.1	-10.0	-5.9	-2.9	-0.7	-3.1
40	O=c1oc2ccccc2cc1-c1cn(-c2ccccc2)c(=S)[nH]1	1.8	-5.1	-0.4	-20.0	-1.7	2.0	5.6	0.1	2.9
41	CCCCCCCCCCCC(=O)N/N=C/c1ccco1	0.1	-2.7	-2.6	-13.6	-1.2	-0.6	-0.7	6.2	0.7
42	Cc1ccsc1CNc1ncnc2ccc(-c3c(C)noc3C)cc12	9.9	-2.3	-2.6	5.9	6.6	-1.7	-2.2	12.8	-8.1
43	Cc1cc(C)c(S(=O)(=O)N2CCCC(C(=O)NCc3ccncc3)C2)c(C)c1 (configuration not stated)	4.0	4.0	-5.0	-12.1	-7.9	-3.1	1.3	2.1	8.8
44	COc1cccc(C(C)(O)c2nc(-c3cccc(C(F)(F)F)c3)cs2)c1 (configuration not stated)	2.7	-6.0	9.9	nt	5.1	0.9	nt	-5.0	8.2
45	CCn1cc(/C=N\NC(=O)Cc2ccc(Cl)cc2)cn1	1.3	-3.6	17.9	2.1	6.1	-1.3	0.1	0.8	3.8
46	COc1cc(NC(=O)CN(C)S(=O)(=O)c2ccc3c(c2)CCC(=O)N3)cc(OC)c1	-0.1	1.5	0.3	-3.1	-2.3	-0.8	-0.9	-5.8	13.0
47	Cc1cc(C)n(CCN(C)C(=O)C2CCC(=O)N(CCN3CCOCC3)C2)n1 (configuration not stated)	-0.2	4.7	-1.4	-15.1	-8.1	-0.1	1.8	0.8	4.2
48	CN(c1ccc(OCC(=O)Nc2cc(Cl)ccc2C(=O)O)cc1)S(=O)(=O)c1ccc(F)cc1	-2.1	0.3	-0.1	7.5	10.6	0.1	0.2	6.3	-4.2
49	O=C(c1cc(S(=O)(=O)N2CCOCC2)ccc1F)N(CCc1ccccc1)Cc1ccccc1	4.7	-1.5	-9.1	14.4	0.4	-5.5	-0.7	0.7	0.0
50	CC(C)C(NC(=O)OC(C)(C)C)C(=O)N1CCCC1C(=O)NC(Cc1ccccc1)C(N)=O (configuration not stated)	1.1	-3.2	12.2	-3.6	1.4	2.2	-0.4	-0.6	4.4
51	O=C(O)CCn1cc(/C=C2/NC(=S)N(c3ccccc3)C2=O)c(-c2ccccc2)n1	0.1	-0.2	-0.5	23.8	4.4	-1.9	-0.8	6.5	1.6
52	OC1CCCN(Cc2ccc3ccc4cccc5ccc2c3c45)C1 (configuration not stated)	3.6	5.9	10.1	-6.8	3.3	0.9	-0.3	1.7	14.0
53	O=C1c2ccccc2S(=O)(=O)N1Cc1cc(=O)n2ccsc2n1	0.5	-8.4	-4.8	1.1	6.8	-5.5	-3.8	4.4	-8.8
54	COC(=O)c1ccc(NC(=O)Cn2nnc(-c3cccs3)n2)cc1	1.2	-2.1	-6.4	15.6	7.9	0.5	1.1	2.9	-5.5

Complete entries, quoted from the list. Order of values: M4 ag	M5 PAM	CHRM4 PAM	CRFR2-BP antag	M5 antag	CHRM5 agonist	CRFBP-R2 agonist	CHRM4 antagonist	CHRM1 PAM
O=C1c2ccccc2S(=O)(=O)N1Cc1cc(=O)n2ccsc2n1 is entered as 0.5	-8.4	-4.8	1.1	6.8	-5.5	-3.8	4.4	-8.8
O=C(O)CCn1cc(/C=C2/NC(=S)N(c3ccccc3)C2=O)c(-c2ccccc2)n1 is entered as 0.1	-0.2	-0.5	23.8	4.4	-1.9	-0.8	6.5	1.6
OC1CCCN(Cc2ccc3ccc4cccc5ccc2c3c45)C1 (configuration not stated) is entered as 3.6	5.9	10.1	-6.8	3.3	0.9	-0.3	1.7	14.0
O=C(c1cc(S(=O)(=O)N2CCOCC2)ccc1F)N(CCc1ccccc1)Cc1ccccc1 is entered as 4.7	-1.5	-9.1	14.4	0.4	-5.5	-0.7	0.7	0.0

From PubChem BioAssay

No enrichment for hits (roughly 2.6% active in at least one column).
